Screens (PubChem BioAssay)
MK inhibit – S. pneumoniae mevalonate kinase inhibition; 65,000 tested, 0.48% active; inhibition, % at 10 µM; purified MK, PK/LDH-coupled NADH absorbance 340 nm;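 active means ranked among the strongest by inhibition in the single 10 µM screen, a fixed top-ranked set picked for dose follow-up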; further: no value below 0 was filed
DPM-DC inhibit – blocks S. pneumoniae diphosphomevalonate decarboxylase; purified DPM-DC, PK/LDH coupled NADH fluorescence; calls only at 10 µM; 65,000 tested, 0.49% active;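 active means the 320 compounds with the highest percent inhibition in the single-dose primary screen, excluding strongly autofluorescent ones, cut at about 32% in these data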;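 further: kinetic rate of NADH fluorescence loss reporting ADP formed by the decarboxylase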
HT1080 cytotoxicity – cytotoxicity in HT1080 fibrosarcoma cells, cell-based, fluorescence readout (AID 620); HT1080 viability, fluorescence; higher % means a stronger effect; cytotoxicity, % at 10 µM; hits with a dose series show EC50 in µM; 87,000 tested, 0.42% active;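 further: cells exposed to compound overnight then 4 h with Alamar Blue; 0% = vehicle DMSO and 100% = killing control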
Alkaline phosphatase – inhibition of tissue-nonspecific alkaline phosphatase – biochemical, luminescent (AID 518); purified TNAP enzyme, luminescent substrate readout; higher % means a stronger effect; 64,000 tested, 0.09% active; inhibition, % at 20 µM, or IC50 in µM where a hit was titrated; in the data active means a potency from the dose series; inactive means the rest, 99 in 100 with inhibition below about 22%;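 further: plate controls were vehicle for no effect and reference inhibitor for full effect; many of its hits are not listed in these tables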
Spn PMK inh – S. pneumoniae PMK inhibition; purified PMK, PK/LDH-coupled NADH absorbance 340 nm; inhibition, % at 10 µM; 65,000 tested, 0.49% active;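 active means top-ranked compounds by inhibition in the single 10 µM screen, taking a fixed number of the strongest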;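 further: 0% = full reaction with DMSO carrier and 100% = background rate without enzyme reaction; no value below 0 was filed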
HPDE-C7 cytotoxicity – cytotoxicity in HPDE-C7 cells, cell-based, fluorescence, HTS (AID 430) | one-dose cytotoxicity, % at 10 µM; EC50 in µM for titrated hits | 63,000 tested, 1.8% active | HPDE-C7 pancreatic duct cells viability, fluorescence; higher % means a stronger effect;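 further: cells exposed to compound for 48 hours before viability readout; 0% = vehicle and 100% = reference cytotoxic drug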
KRASV12 cytotoxicity – viability loss of HPDE-C7K cells – cell-based, fluorescence, HTS, primary screen (AID 431) | 63,000 tested, 1.7% active | one-dose cytotoxicity, % at 10 µM; EC50 in µM for titrated hits | HPDE-C7K KRASV12 cells, Alamar Blue viability, 48 h; higher % means a stronger effect;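 active means compounds whose percent cytotoxicity in the single-dose primary screen, scaled between solvent and toxic-drug controls, exceeds 50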;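 further: 0% = DMSO solvent wells and 100% = doxorubicin-treated wells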
LYP phosphatase – LYP phosphatase inhibitors, primary screen, biochemical, DiFMUP fluorescence, recombinant catalytic domain, 10 µM (AID 606). recombinant LYP catalytic domain, DiFMUP fluorescence; higher % means a stronger effect. inhibition, % at 10 µM; hits with a dose series show IC50 in µM. 52,000 tested, under 10 active;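 active means IC50 under 40 µM in the dose-response test; inactive means IC50 of 40 µM or more, or never dose-tested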
Bfl-1 displacement – displacement of Bid BH3 peptide from Bfl-1 – biochemical, fluorescence polarization, FITC-Bid, mouse, primary screen (AID 432). 64,000 tested, 0.02% active. displacement, % at 20 µM; hits with a dose series show IC50 in µM. FITC-Bid BH3 peptide fluorescence polarization displacement; higher % means a stronger effect; in the data active means a potency from the dose series; inactive means the rest, 99 in 100 with displacement below about 15%; further: strong numbers were not always called active
Spn PMK inh pilot replicates – further read-out of Spn PMK inh, marked with its call; inhibition, %; measured here: pilot screen replicates
MK inhibit pilot replicates – further read-out of MK inhibit, marked with its call; inhibition, %; measured here: pilot screen replicates
DPM-DC inhibit pilot screen % – further read-out of DPM-DC inhibit, marked with its call; inhibition, %; measured here: pilot screen trials
* hit, by the source's call; i = inactive; . = not tested or not shown; & = joins results of further samples. Unless noted, no stated cut-off is given here; in the data, active means cytotoxicity above about 50%; inactive means the rest.

SMILES	MK inhibit	DPM-DC inhibit	HT1080 cytotoxicity	Alkaline phosphatase	Spn PMK inh	HPDE-C7 cytotoxicity	KRASV12 cytotoxicity	LYP phosphatase	Bfl-1 displacement	others
CCCn1c2c(c(O)c(C(=O)Nc3ccc(OC)cc3)c1=O)CCCC2	5.0	i	-3.8%	9.7%	4.0	-21.0%	-7.7%	.	-3.0%
CCSc1nnc(NC(=O)C(C)(C)C)s1	0.0	i	3.7%	9.3%	1.0	4.2%	-4.2%	-5.1%	-0.2%
COc1ccc(NC(=O)CCC2CCCC2)cc1OC	7.0	i	-4.8%	8.5%	4.0	-1.8%	-9.4%	18.8%	-4.1%
N#Cc1ccc(Oc2cccc(C(=O)O)c2)cc1C#N	9.0	i	1.4%	7.8%	11.0	-4.6%	4.9%	-4.9%	-3.0%
COc1ccc(C(=O)N2CCN=C2SCc2cccnc2)c(OC)c1	7.0	i	-2.7%	7.0%	0.0	-1.3%	6.1%	13.3%	-3.7%
CCOC(=O)N1CCN(C(=O)c2cnc3n(c2=O)CCS3)CC1	0.0	i	-4.1%	-0.3%	11.0	-8.5%	-4.2%	.	-6.4%
CC(C)(C)OC(=O)N1CCOCCOCCN(C(=O)OC(C)(C)C)CCOCCOCC1	11.0	i	1.2%	11.8%	0.0	0.9%	-4.5%	7.7%	-1.4%	Spn PMK inh pilot replicates=1.5;MK inhibit pilot replicates=0.0;DPM-DC inhibit pilot screen %=1.5
CCCCn1c(=N)n(CC(O)COc2cccc(C)c2)c2ccccc21 (stereo not given)	4.0	i	-8.8%	-1.9%	9.0	43.1%	50.9%*	16.9%	-4.5%
c1ccc(Cn2ncc3c2ncn2c(-c4ccncc4)nnc32)cc1	1.0	i	0.9%	27.2%	0.0	4.3%	-4.1%	4.9%	-3.2%	Spn PMK inh pilot replicates=1.0;MK inhibit pilot replicates=1.0;DPM-DC inhibit pilot screen %=3.0
Cn1c(=O)n(Cc2ccccc2)c(=O)c2c1nc1n2CCS1	17.0	i	6.0%	7.9%	10.0	15.2%	17.8%	.	-2.1%
O=C(c1ccccc1-c1ccccc1)N1CCN(c2ccccn2)CC1	4.0	i	48.8%	11.0%	4.0	40.9%	29.6%	15.5%	1.8%	Spn PMK inh pilot replicates=3.0;MK inhibit pilot replicates=0.0;DPM-DC inhibit pilot screen %=0.0
Cc1n[nH]c(C)c1S(=O)(=O)N1CCCC(C(=O)NC2CCCc3ccccc32)C1 (stereo not given)	1.0	i	8.6%	5.7%	9.0	-7.8%	-4.6%	-1.5%	-5.9%
COc1ccc(Br)cc1S(=O)(=O)n1ccnc1C	7.0	i	1.4%	12.6%	4.0	-1.4%	6.3%	12.6%	-3.3%
O=C(NC1CCC(C(=O)O)CC1)OCc1ccccc1 (stereo not given)	4.0	i	-4.4%&-6.2%	12.4%	14.0	.	.	16.3%	-2.8%
CC1(C)Cc2c(sc3c2c(=N)n(Cc2ccco2)c(=O)n3CC(=O)Nc2cccc(Cl)c2)CO1	8.0	i	16.6%	1.9%	0.0	39.3%	23.5%	3.5%	-1.8%

Five neighbouring compounds already listed:
SMILES	MK inhibit	DPM-DC inhibit	HT1080 cytotoxicity	Alkaline phosphatase	Spn PMK inh	HPDE-C7 cytotoxicity	KRASV12 cytotoxicity	LYP phosphatase	Bfl-1 displacement	others
CCCn1c2c(c(O)c(C(=O)Nc3ccc(OC)cc3)c1=O)CCCC2	5.0	i	-3.8%	9.7%	4.0	-21.0%	-7.7%	.	-3.0%
CCSc1nnc(NC(=O)C(C)(C)C)s1	0.0	i	3.7%	9.3%	1.0	4.2%	-4.2%	-5.1%	-0.2%
COc1ccc(NC(=O)CCC2CCCC2)cc1OC	7.0	i	-4.8%	8.5%	4.0	-1.8%	-9.4%	18.8%	-4.1%
N#Cc1ccc(Oc2cccc(C(=O)O)c2)cc1C#N	9.0	i	1.4%	7.8%	11.0	-4.6%	4.9%	-4.9%	-3.0%
COc1ccc(C(=O)N2CCN=C2SCc2cccnc2)c(OC)c1	7.0	i	-2.7%	7.0%	0.0	-1.3%	6.1%	13.3%	-3.7%

Continuation.
SMILES	MK inhibit	DPM-DC inhibit	HT1080 cytotoxicity	Alkaline phosphatase	Spn PMK inh	HPDE-C7 cytotoxicity	KRASV12 cytotoxicity	LYP phosphatase	Bfl-1 displacement	others
Cc1nc(SCCCSc2n[nH]c(C)n2)n[nH]1	7.0	i	-7.3%	.	5.0	.	.	15.7%	.
Cc1nn(-c2ccccc2)c2c1C1(C(=O)N(C)c3ccccc31)N(c1ccccc1)C(=O)N2 (stereo not given)	6.0	i	-2.7%	11.3%	15.0	-21.2%	-11.0%	.	7.3%
CC(C)OC(=O)CCCN1C(=O)c2ccc(N)cc2C1=O	4.0	i	-3.2%	8.9%	17.0	-11.1%	-5.1%	.	-1.1%
CC(=O)N1CCc2cc(S(=O)(=O)NC(CC(C)C)C(=O)Nc3cc(C(=O)O)ccc3C)ccc21 (stereo not given)	5.0	i	-7.4%	4.3%	5.0	-1.8%	0.1%	.	-1.8%
O=S(=O)(c1ccccc1S(=O)(=O)N1CCCCC1)N1CCCCC1	0.0	i	-0.8%	9.6%	9.0	0.7%	10.4%	.	2.5%
CCCOc1ccc(C(=O)N2CCCc3ccccc32)cc1	0.0	i	-4.7%	9.1%	0.0	3.1%	-2.7%	14.1%	3.2%
CCOC(=O)Nc1ccc2c(c1)nc(CN1CCN(C(C)=O)CC1)n2C	7.0	i	3.0%	-5.0%	5.0	4.6%	0.1%	-4.0%	5.1%
Cc1ccc(S(=O)(=O)N(C)CC(=O)N2CCN(c3ccccn3)CC2)cc1	18.0	i	-0.4%	4.8%	8.0	6.4%	5.2%	-1.0%	1.7%
O=C(O)C1C2C=CC3(CN(c4cccc(C(F)(F)F)c4)C(=O)C13)O2 (stereo not given)	0.0	i	7.8%	7.2%	1.0	-13.0%	-2.1%	14.0%	-1.8%
COc1ccc2oc(=O)cc(C)c2c1	0.0	i	3.4%	15.8%	16.0	8.6%	-4.2%	.	1.3%
COc1ccc(CN(C)CCc2ccccn2)c(OC)c1OC	68.0*	i	-0.4%	7.2%	4.0	6.6%	4.1%	.	-1.3%
Cc1nn(-c2ccccc2)c(=S)n1-c1ccccc1	9.0	i	-17.9%	2.9%	12.0	-3.3%	-1.9%	6.3%	-3.9%
COCCNC(=O)CSCc1c(F)cccc1Cl	4.0	i	8.4%	7.5%	12.0	3.1%	-16.5%	11.1%	-6.0%
CCC1CCCCN1C(=O)CSc1nnc(-c2ccc(OC)cc2)o1 (stereo not given)	3.0	i	-4.2%	12.0%	3.0	-7.4%	-7.0%	20.8%	-2.8%	Spn PMK inh pilot replicates=0.0;MK inhibit pilot replicates=0.0;DPM-DC inhibit pilot screen %=0.5
Fc1ccc(F)c(CN2CCN(c3ncccn3)CC2)c1	0.0	i	-5.3%	5.8%	0.0	0.0%	1.4%	5.6%	-1.2%
CC(=O)c1ccc(Oc2ncnc3sccc23)c(CN2CCOCC2)c1	0.0	i	.	10.3%	25.0*	-15.1%	-15.5%	.	-1.0%
COCCCNc1c2c3c(cccc3[nH]c1=O)C(=O)c1ccccc1-2	.	.	14.4%	13.7%	.	26.3%	-1.1%	6.6%	131.5%
COc1ccc(C(=O)N2CCN(S(=O)(=O)c3ccc(C)cc3C)CC2)cc1OC	11.0	i	.	2.6%	13.0	2.4%	-8.4%	11.8%	-0.9%
CS(=O)(=O)c1ccc2nc(NC3(C(F)(F)F)N=C4SCCN4C3=O)sc2c1 (stereo not given)	4.0	i	.	5.2%	3.0	-0.9%	-4.7%	-12.8%	-7.1%
O=C(c1ccccc1NS(=O)(=O)c1cccs1)N1CCOCC1	11.0	i	-3.3%	9.3%	6.0	-16.4%	-10.9%	6.5%	-6.3%
CCCn1c(SCC(N)=O)nc2c(c1=O)C1(CCCC1)Cc1ccccc1-2	0.0	i	-9.2%	14.7%	11.0	2.6%	12.9%	2.0%	1.1%
c1coc(C2Nc3cccc4cccc(c34)N2)c1	12.0	.	-6.2%	15.2%	12.0	4.2%	11.4%	.	12.5%
FC(F)(F)c1cccc(-c2ccc(-c3csnn3)o2)c1	5.0	i	6.9%	9.1%	0.0	-24.0%	-13.4%	8.4%	-0.3%
CCC(C)NC(=O)C1CCN(S(=O)(=O)CC)CC1 (stereo not given)	0.0	i	-8.5%	7.8%	24.0	-2.6%	-8.7%	3.0%	-1.0%
CCSc1nnc(CNc2ccc(F)cc2)n1CC1CCCO1 (stereo not given)	10.0	i	0.3%	9.8%	14.0	-9.2%	-5.3%	.	-3.5%
CCCOC(=O)CN1C(=O)c2ccccc2C1=O	8.0	i	-4.6%	6.3%	10.0	-14.7%	-24.8%	14.7%	4.2%
CCc1ccc(NC(=O)CC2NCCNC2=O)cc1 (stereo not given)	6.0	i	4.2%	7.1%	5.0	-8.6%	-9.6%	-3.1%	4.6%
N#Cc1c(N2CCCCC2)nc(N2CCCCC2)c2c1CCN(Cc1ccccc1)C2	6.0	i	-16.7%	3.1%	6.0	-3.1%	-4.7%	-3.0%	-5.7%
Cc1cc(C)n(-c2ccc(Cl)c(C(=O)O)n2)n1	0.0	i	6.7%	16.8%	16.0	2.0%	8.2%	.	1.3%
O=c1c2ccccc2nnn1CSc1nnc(-c2cccc(S(=O)(=O)N3CCCCC3)c2)o1	0.0	i	-4.8%	2.8%	0.0	11.1%	9.1%	0.2%	-1.8%
CC1CCC(NC(=O)c2cc3c(s2)CS(=O)(=O)C3)CC1 (stereo not given)	4.0	i	0.7%	-3.6%	10.0	-4.7%	3.4%	-0.5%	1.7%
O=C(Nc1ccc2c(c1)CCC2)c1cnn2c1NC(c1ccco1)CC2C(F)(F)F (stereo not given)	2.0	i	6.9%	8.5%	0.0	-4.4%	4.7%	3.6%	-2.0%
O=C(CSc1ncnc2c1oc1ccccc12)Nc1cccc(Cl)c1	2.0	i	5.2%	10.4%	9.0	13.1%	-6.2%	.	-2.8%
COc1cc(-c2c(C#N)c(N)nc3c2c(C)nn3-c2ccc(C)c(C)c2)cc(OC)c1OC	0.0	.	0.1%	10.1%	3.0	48.8%	57.8%*	-2.7%	-4.0%
COc1cc(NC(=O)c2ccc(Cl)cc2)c(OC)cc1NC(=O)CN1CCOCC1	8.0	i	-4.1%	8.2%	15.0	4.2%	1.9%	16.2%	-8.2%
CCOC(=O)C1=C(Cn2cnc3ccccc32)NC(=O)NC1c1cc(C)ccc1C (stereo not given)	2.0	i	0.4%	12.9%	2.0	9.5%	21.3%	.	3.0%	Spn PMK inh pilot replicates=4.0;MK inhibit pilot replicates=2.5;DPM-DC inhibit pilot screen %=0.0
CNc1nc(C)nc(-c2ccccc2O)n1	0.0	i	.	13.9%	12.0	-6.2%	0.4%	8.5%	-2.3%
COc1ccc(CN(Cc2ccccn2)S(=O)(=O)c2ccc(-n3cnnn3)c(OC)c2)cc1	1.0	i	6.7%	8.0%	5.0	-28.3%	-10.4%	8.4%	-3.1%
